BAZ2B inh = qHTS Assay for Inhibitors of BAZ2B. AlphaScreen BAZ2B-H3K14Ac peptide displacement. Potency, µM (series often up to 114 µM), for inactives: at the top dose activity change, negative = inhibition, most hits filed as inhibitors. actives 4.4% (n = 360,000). AID 504333, 2011; note: potency is the fitted concentration of half-maximal effect; % is set by controls: 0 for no effect and ±100 for the full control effect; nearly all actives have a fitted effect of over 60% in size
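Protein-peptide AlphaScreen: BAZ2B 50 nM, b-H3K14Ac 50 nM, 1x PBS pH 7.4 + 0.01% Tween-20. Preincubation 30 min RT; cpd 30 min RT (top 110 uM); beads 20 min RT, light-protected.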
JMJD2A Tudor = qHTS Assay for Inhibitors of JMJD2A-Tudor Domain; AlphaScreen JMJD2A-Tudor / H3K4me3 peptide binding; Potency, µM (titrated, usually from 114 µM), for inactives: top-dose activity change, negative = inhibition, hits mostly inhibitors; actives 4.4% (n = 390,000); note: potency is the fitted concentration of half-maximal effect; % is set by controls: 0 for no effect and ±100 for the full control effect; nearly all actives have a fitted effect of over 50% in size
RGS4 inhibitor = Inhibitors of Regulator of G Protein Signaling (RGS) 4: qHTS; actives 0.039% (n = 390,000); Potency, µM (highest dose often 114 µM), for inactives: at the highest dose activity change, negative = inhibition, usual class: inhibitors; AID 504845, 2011; Transcreener GDP fluorescence polarization, RGS4-accelerated GTP hydrolysis; note: potency is the fitted concentration of half-maximal effect; % is set by controls: 0 for no effect and ±100 for the full control effect; nearly all actives have a fitted effect of over 75% in size; some results filed as inactive show a strong effect at the top dose
Target sequence (P49798 whole entry, looked up): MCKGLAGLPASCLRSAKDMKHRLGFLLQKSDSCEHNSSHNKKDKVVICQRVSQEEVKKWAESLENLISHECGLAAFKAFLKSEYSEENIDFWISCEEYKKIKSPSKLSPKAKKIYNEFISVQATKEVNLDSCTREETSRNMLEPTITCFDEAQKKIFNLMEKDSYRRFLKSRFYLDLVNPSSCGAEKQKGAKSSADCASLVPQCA
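MLSMR compounds (23 nl, pin-transferred) preincubated 10 min at room temperature with a 500nM (2x) first reagent, then RGS4 at 900nM (2x) plus Transcreener GDP mix added; fluorescence polarization (620/688 nm) read before and after 90 min at 30 °C.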
PI4K2A block = qHTS for small molecular inhibitors of PI4K2A; activity change, negative = inhibition, % at 76.9 µM; actives 0.13% (n = 420,000); purified PI4K2A, ADP-Glo luminescence, 1 h; hits give low values; AID 1346378, 2018; in the data active = activity change below about -50%; inconclusive = mostly about -30% to -49%;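 note: -100% = wells without enzyme as full effect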
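PI4K2A activity was measured by ADP-Glo luminescence: enzyme (4 ug/mL stock) and phosphatidylinositol (1.2 mM stock) in Tris pH 7.5/MgCl2/EGTA/Triton X-100 buffer were reacted with ATP (300 microM stock) for one hour at ambient temperature.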
ERG Ets-DNA blk = qHTS for Small Molecule Inhibitors of the ERG Ets/DNA interaction; Transcriptional regulator ERG (Homo sapiens), P11308; fluorescence polarization, His-ERG Ets domain / labelled DNA; Potency, µM (doses to about 76.9 µM), for inactives: at the highest dose FP activity, negative = inhibition, actives largely listed as inhibitors; actives 0.028% (n = 370,000); active = well fitted inhibition curve with a large enough effect in the polarisation, with a control signal flat; inconclusive = small, poorly fitted or top-dose-only effect, or effect the other way, or a change in a side signal; inactive = no such curve, though single readings can be large or run the other way; the % refers to the polarisation;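 note: polarization taken with two DNA probes labelled with fluorescein and Texas red; potency is the fitted concentration of half-maximal effect; % of control where 0% means no effect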
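His-tagged ERG Ets domain (1 uM in the protein solution; 300mM KCl, 50mM Tris-HCl, 1mM EDTA, 1mM DTT, pH 7.5) received compound, then a probe mix of 5 nM fluorescein-DNA and 100nM Texas-615-DNA. Fluorescence polarization was read for both dyes.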
GLS inhibitor = qHTS for Inhibitors of Glutaminase (GLS). Glutaminase kidney isoform, mitochondrial (Homo sapiens), O94925. GLS enzymatic activity, qHTS titration. Potency, µM (titrated, usually from 45.5 µM), without a hit: top-dose activity change, negative = inhibition, most hits filed as inhibitors. actives 0.21% (n = 410,000); note: potency is the fitted concentration of half-maximal effect; % is set by controls: 0 for no effect and ±100 for the full control effect
Target sequence (O94925 whole entry, looked up, canonical isoform): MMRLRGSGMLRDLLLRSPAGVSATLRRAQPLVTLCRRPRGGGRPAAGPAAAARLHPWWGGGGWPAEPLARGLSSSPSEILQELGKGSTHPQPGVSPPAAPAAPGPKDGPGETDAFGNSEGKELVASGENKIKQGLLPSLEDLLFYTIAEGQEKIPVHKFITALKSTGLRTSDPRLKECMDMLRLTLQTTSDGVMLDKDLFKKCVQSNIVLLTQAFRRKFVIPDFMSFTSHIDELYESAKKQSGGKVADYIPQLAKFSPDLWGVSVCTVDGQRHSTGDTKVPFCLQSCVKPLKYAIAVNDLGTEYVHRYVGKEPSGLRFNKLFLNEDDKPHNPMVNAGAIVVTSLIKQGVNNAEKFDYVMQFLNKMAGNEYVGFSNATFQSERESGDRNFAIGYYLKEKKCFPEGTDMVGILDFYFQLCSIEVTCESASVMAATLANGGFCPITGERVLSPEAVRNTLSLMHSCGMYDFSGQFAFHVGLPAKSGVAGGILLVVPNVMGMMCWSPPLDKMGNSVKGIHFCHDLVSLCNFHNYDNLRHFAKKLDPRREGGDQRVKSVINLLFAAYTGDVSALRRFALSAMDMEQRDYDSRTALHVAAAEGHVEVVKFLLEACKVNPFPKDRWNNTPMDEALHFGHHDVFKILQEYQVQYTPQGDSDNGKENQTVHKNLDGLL
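hKGA in 45 mM KH2PO4 pH 8.2, 0.02% Tween-20 with pin-transferred compounds; 1 mM L-glutamine (stock) plus glutamate oxidase/HRP/Amplex Red coupling added. Fluorescence read initially and after 30 min at RT.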
ALOX12 inh = Primary qHTS assay for inhibitors of human arachidonate 12S-lipoxygenase (ALOX12): Round 2; purified 12hLO, xylenol orange hydroperoxide absorbance; Potency, µM (doses to about 108 µM), for the others: at the highest dose activity change, negative = inhibition, most hits filed as inhibitors; actives 1.1% (n = 580,000); note: potency is the fitted concentration of half-maximal effect; % is set by controls: 0 for no effect and ±100 for the full control effect
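Hydroperoxide product was detected by ferrous iron/xylenol orange as the 573 to 405 nm absorbance ratio. Arachidonic acid at 40 uM (final) was turned over for 30 min at room temperature by 150 nM human 12hLO, pH 7.0 Hepes buffer, after 15 min compound preincubation.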
HP1b chromo inh = HTS for Inhibitors of HP1-beta Chromodomain Interactions with Methylated Histone Tails; Chromobox protein homolog 1 (Homo sapiens), P83916; AlphaScreen HP1-beta / biotin-H3K9me3 peptide binding; Potency, µM (series often up to 114 µM), for the others: top-dose activity change, negative = inhibition, actives largely listed as inhibitors; actives 0.56% (n = 390,000); AID 540317, 2011; note: potency is the fitted concentration of half-maximal effect; nearly all actives have a fitted effect of over 70% in size; inactives centre near 23
Target sequence (P83916 whole entry, looked up): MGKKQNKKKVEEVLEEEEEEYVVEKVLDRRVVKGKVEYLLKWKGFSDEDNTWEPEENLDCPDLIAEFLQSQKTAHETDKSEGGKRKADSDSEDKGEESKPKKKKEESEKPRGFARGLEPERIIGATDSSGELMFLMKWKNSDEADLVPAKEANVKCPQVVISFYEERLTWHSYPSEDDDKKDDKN
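Compound inhibition of the preformed complex between 50 nM HP1-beta and 50 nM biotinylated H3K9me3 peptide was read by AlphaScreen. Buffer was PBS pH 7.4 with 0.01% Tween-20. Incubations ran 30 min at room temperature, with 10 ug/mL donor/acceptor beads.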
G9a inh = qHTS Assay for Inhibitors of Histone Lysine Methyltransferase G9a | Histone-lysine N-methyltransferase EHMT2 (Homo sapiens), Q96KQ7 | G9a H3K9 monomethylation, AlphaScreen, 2 h | Potency, µM (series often up to 102 µM), for inactives: top-dose activity, negative = inhibition, actives largely listed as inhibitors | actives 8.8% (n = 350,000) | AID 504332, 2011; note: potency is the fitted concentration of half-maximal effect; % is set by controls: 0 for no effect and ±100 for the full control effect; nearly all actives have a fitted effect of over 75% in size
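Compounds were preincubated with 20 nM G9a for 15 min, after which biotinylated H3K9 peptide (500 nM) and SAM (20 uM) started a 2 h room-temperature reaction. Monomethylated product was quantified by antibody-based AlphaScreen chemiluminescence.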
The depositor's hits bear a star; ? = inconclusive; . = not tested or not shown; & = joins results of further samples; [ ] = dose if it differs, or a comment. Unless noted, calls come from the whole dose curve; as a rule, active = well fitted curve in the direction sought with a large enough effect; inconclusive = small, poorly fitted or top-dose-only effect, or another doubt; inactive = no such curve, though single readings can be large; an effect the other way counts as inactive or inconclusive.

BAZ2B inh	JMJD2A Tudor	RGS4 inhibitor	PI4K2A block	ERG Ets-DNA blk	GLS inhibitor	ALOX12 inh	HP1b chromo inh	G9a inh	canonical_smiles
3%	-16%	-14%	?	11%	2%	167%[activator]	30%	-7%	Cn1c(=O)[nH]c(=O)c2c1nc([N+](=O)[O-])n2Cc1ccccc1
?	7%	6%	2	.	15%	?	28%	?	COc1cccc(CNc2ccc(F)c(Cl)c2)c1OC
-4%	1%	-13%	-3	-1%	1%	13%	28%	-1%	[N-]=[N+]=NC[C@H](Cc1ccccc1)N1CC[C@@H](O)CCC1=O
?	-9%	10%	1	-2%	9%	216%[activator]	50%[activator]	33%[59 µM]	O=C(N/N=C/C=C/c1ccccc1)c1ccccn1
-35%	-24%	12%	-1	-6%	-2%	-17%	-7%	-2%[59 µM]	CN(CC#CCC(c1ccccc1)c1ccccc1)C(C)(C)C
5%	-3%	35%	1	-2%	4%	-4%	13%	-3%	O=C(NNC(=O)C(O)(c1ccccc1)c1ccccc1)C1CC1
-4%	-25%	-20%	-1	-7%	-1%	-10%	28%	2%[12.7 µM]	Cc1ccc(S(=O)(=O)CCC(=O)NCc2ccco2)cc1
-1%	-11%	4%	-2	.	13%	7%	8%	15%[59 µM]	O=C(NC1CCCCC1)NC1CCN(C(=S)NCc2ccco2)CC1
?	-3%	-13%	5	-2%	-4%	18%	28%	.	C/C(CC(=O)NCc1ccco1)=N\NC(=O)Cc1cccc2ccccc12
0%	-4%	6%	0	-8%	1%	26%	28%	57%[activator][12.7 µM]	Cc1cc(NC(=O)c2c(F)cccc2F)n(-c2nc3ccccc3[nH]2)n1

(continued)
BAZ2B inh	JMJD2A Tudor	RGS4 inhibitor	PI4K2A block	ERG Ets-DNA blk	GLS inhibitor	ALOX12 inh	HP1b chromo inh	G9a inh	canonical_smiles
-25%	-19%	-35%	-2	6%	13%	-10%&-17%	33%	?	COc1ccc(-c2cc(N3C(=O)Nc4ccccc4N3O)n[nH]2)c(OC)c1
7%	21%	-2%	-15	-9%	8%	-34%	51%[activator]	-2%	COc1ccc(/C(N)=N/OC(=O)c2ccco2)cc1
?	-27%	-10%	1	0%	2%	-20%	17%	71µM*	Cc1cc(/C=C2\SC(=Nc3ccc(N4CCOCC4)cc3)N(C)C2=O)c(C)n1-c1cccnc1
10%	-5%	13%	-3	14%	-4%	.	27%	?	Cc1cnc(C(=O)N(CC(C)C)c2c(N)n(CC(C)C)c(=O)[nH]c2=O)cn1
33%[activator]	-22%	-13%	-3	6%	-4%	-14%	44%[activator]	24%[59 µM]	CSc1ncc(C(=O)Nc2ccccc2C(F)(F)F)c(-c2ccccc2)n1
-24%	35µM*	?	9	-2%	-6%	?	-32%[57 µM]	.	Cc1cc(N2C(=O)C(O)=C(C(=O)c3ccc(C)o3)C2c2cccc(Oc3ccccc3)c2)no1 (stereo unspecified)
?	-34%	-7%	2	2%	?	153%[activator]	-3%	-30%	COC(=O)c1ccccc1N=Nc1c(N)n[nH]c1N
5%	7%	-14%	6	0%	6%	0%	32%	-15%[59 µM]	CN1CCN(CCCNC(=O)c2cc3c(=O)oc4ccccc4c3s2)CC1
-5%	-21%	-4%	-5	-1%	-25%	?	32%[activator]	-29%	CCN(CC)CCNCC(O)(c1ccc(Cl)cc1)c1ccc(Cl)cc1
8%	-12%	-7%	2	7%	7%	-7%&-8%	19%	20%[59 µM]	CCCCN(CCCC)S(=O)(=O)c1ccc(OC)c2ncccc12

Going on with the list.
BAZ2B inh	JMJD2A Tudor	RGS4 inhibitor	PI4K2A block	ERG Ets-DNA blk	GLS inhibitor	ALOX12 inh	HP1b chromo inh	G9a inh	canonical_smiles
-5%	2%	-3%	0	-3%	-10%	0%	45%[activator]	-23%	Cc1nn(CC(=O)NCc2cccnc2)c(C)c1[N+](=O)[O-]
16%	18%	6%	-2	4%	0%	-6%	79%[activator]	2%	COc1cccc(C(=O)c2ncc(C(F)(F)F)cc2Cl)c1
-17%	-17%	-12%	8	1%	-3%	-22%	25%	7%[12.7 µM]	O=C(c1ccc2c(c1)OCO2)N1CCC2(CC1)Oc1ccc(Cl)cc1C(=O)C21CC(c2ccccc2)=NO1 (stereo unspecified)
-27%	-18%	4%	5	-4%	4%	11%	6%	13%[12.7 µM]	CC(C(=O)Nc1nc(-c2ccc(F)cc2)cs1)N1C(=O)C2CC=CCC2C1=O (stereo unspecified)
-11%	-8%	0%	-3	6%	7%	8%	42%[activator]	-1%[59 µM]	Cc1ccc(Nc2c(-c3cccnc3)nc3ccc(Cl)cn23)cc1
3%	-13%	-15%	2	2%	-4%	-16%	35%[activator]	8%	COC(=O)c1ccc(C(=O)OC)c(NC(=O)COC(=O)C2CCC(C(C)(C)C)CC2)c1 (stereo unspecified)
24%	-11%	-19%	1	1%	10%	?	42%[activator]	45%	COc1ccc(C2C(C(=O)c3cccs3)=C(O)C(=O)N2Cc2cccnc2)cc1OC (stereo unspecified)
.	-2%	-24%	-8	7%[15.4 µM]	-7%	62%[activator]	40%[activator]	.	CC(C)CN(C(=O)CSc1nc2ccccc2c(=O)[nH]1)c1c(N)n(CC(C)C)c(=O)[nH]c1=O
9%	-1%	-14%	-10	-12%	-2%	?	24%	25%[59 µM]	O=C(CCCOc1ccccc1)Nc1cccc(S(=O)(=O)N2CCCCCC2)c1
?	-12%	2%	1	2%	1%	1%	26%	7%	CC(=O)N(c1nc(/C=C\C(=O)O)cs1)c1ccccc1F

New compounds follow
BAZ2B inh	JMJD2A Tudor	RGS4 inhibitor	PI4K2A block	ERG Ets-DNA blk	GLS inhibitor	ALOX12 inh	HP1b chromo inh	G9a inh	canonical_smiles
.	-28%	-19%	-8	7%	9%	-14%	-38%	.	Cc1ccc(CN(C)C(=O)c2cccc(S(=O)(=O)N3CCCC3)c2)o1
?	?	-100%[56.9 µM]	4	-4%	?	-3%	-6%	?	CCOc1cc2c(cc1OC)C(c1cccc([N+](=O)[O-])c1)NCC2 (stereo unspecified)
-1%	?	-12%	-6	0%	-1%	-12%	8%	.	O=C(c1cc([N+](=O)[O-])[nH]n1)N1CCSCC1
6.3µM*	2.2µM*	?	-17	-3%	8%	.	?	4.5µM*	CCOC(=O)CCCc1sc(N)nc1-c1[nH]c(=O)[nH]c1C
-16%	-12%	17%	-2	-5%	-1%	-4%	37%	5%	COC1CCCN(Cc2nc(Cc3ccccc3F)no2)C1 (stereo unspecified)
?	?	-36%	4	10%	21%	2%	-4%	?	COc1ccc(-c2csc(C3=C(O)CN(C(C)C)C3=N)n2)cc1OC
-37%	-30%	-15%	-1	6%	-13%	0%	6%	-13%[0.501 µM]	Cc1ccc(CN(C)C(=O)c2ccc(S(=O)(=O)N3CCCCCC3)cc2)o1

Part of the list above, with tabs:
Molecule	BAZ2B inh	JMJD2A Tudor	RGS4 inhibitor	PI4K2A block	ERG Ets-DNA blk	GLS inhibitor	ALOX12 inh	HP1b chromo inh	G9a inh
COc1ccc(C2C(C(=O)c3cccs3)=C(O)C(=O)N2Cc2cccnc2)cc1OC (stereo unspecified)	24%	-11%	-19%	1	1%	10%	?	42%[activator]	45%
CC(C)CN(C(=O)CSc1nc2ccccc2c(=O)[nH]1)c1c(N)n(CC(C)C)c(=O)[nH]c1=O	.	-2%	-24%	-8	7%[15.4 µM]	-7%	62%[activator]	40%[activator]	.
O=C(CCCOc1ccccc1)Nc1cccc(S(=O)(=O)N2CCCCCC2)c1	9%	-1%	-14%	-10	-12%	-2%	?	24%	25%[59 µM]
CC(=O)N(c1nc(/C=C\C(=O)O)cs1)c1ccccc1F	?	-12%	2%	1	2%	1%	1%	26%	7%
Cc1ccc(CN(C)C(=O)c2cccc(S(=O)(=O)N3CCCC3)c2)o1	.	-28%	-19%	-8	7%	9%	-14%	-38%	.
CCOc1cc2c(cc1OC)C(c1cccc([N+](=O)[O-])c1)NCC2 (stereo unspecified)	?	?	-100%[56.9 µM]	4	-4%	?	-3%	-6%	?
O=C(c1cc([N+](=O)[O-])[nH]n1)N1CCSCC1	-1%	?	-12%	-6	0%	-1%	-12%	8%	.
CCOC(=O)CCCc1sc(N)nc1-c1[nH]c(=O)[nH]c1C	6.3µM*	2.2µM*	?	-17	-3%	8%	.	?	4.5µM*

Bioassay records (PubChem)

This is a subset, so the mix of outcomes need not match the whole.
